NR2F2 inh: NR2F2 transcriptional activity inhibitors, primary screen, cell-based, luciferase reporter, HEK293T, luminescence; COUP transcription factor 2 (Homo sapiens), P24468; HEK293T NGFI-A luciferase reporter; inhibition, % at 8.6 µM; 0.7% of 370,000 active; AID 686940, 2013;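 active = inhibition above a per-plate cutoff, mean inhibition of test wells between control levels plus 3 SD, cut at about 38% in these data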;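 also: cells cotransfected with COUP-TFII expression vector driving the NGFI-A reporter; 0% = median of COUP-TF2 test wells and 100% = reporter-only cells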
NCOA3 inh: SRC3 coactivator transcriptional activity inhibitors, primary screen, cell-based, luminescence | HEK293 GAL4-SRC3 luciferase reporter | inhibition, % at 3.6 µM | 0.17% of 360,000 active | AID 588352, 2011;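 active = inhibition above a per-campaign cutoff, the mean of all compounds plus 3 SD, cut at about 60% in these data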;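 also: 0% = DMSO-treated cells and 100% = gossypol-treated cells at 36 µM; higher means less SRC3-driven luciferase light from the GAL4 reporter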
SRC2 inh: inhibition of GAL4-SRC2 driven luciferase reporter, primary screen, SRC2 inhibitor project, cell-based, luminescence. AID 651957, 2012. inhibition, % at 9 µM. HEK293 GAL4-SRC2 luciferase reporter. 0.17% of 370,000 active. Nuclear receptor coactivator 2 (Homo sapiens), Q15596;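 active = inhibition above the mean inhibition of all tested compounds plus 3 SD, set per campaign, cut at about 52% in these data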;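 also: 0% = DMSO treated cells and 100% = cells given Gossypol at 36 µM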
TROY NFkB inh: inhibitors of TROY-driven NF-kB signaling, primary screen, Q293 LMP1-TROYcd cells, NF-kB luciferase, uHTS. 0.98% of 360,000 active. inhibition, % at 10 µM. Q293 LMP1-TROYcd NF-kB luciferase reporter, 4 h. AID 1347056, 2019;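 active = compounds whose plate-normalised and pattern-corrected inhibition of the luciferase reporter signal at the single screening dose is 50% or more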
SRC1 inh: SRC1 coactivator transcriptional activity inhibitors, primary screen, cell-based, luminescence; 0.12% of 360,000 active; inhibition, % at 3.6 µM; HEK293 GAL4-SRC1 luciferase reporter;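 active = inhibition above the campaign mean plus 3 SD, with each screening campaign given its own cutoff, cut at about 60% in these data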;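 also: 0% = DMSO treated cells and 100% = gossypol at 36 µM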
LMP1 NFkB inh: EBV LMP1-driven NF-kappaB luciferase reporter inhibitors, primary screen, cell-based, luminescence, single point; inhibition, % at 12.5 µM; 0.69% of 350,000 active; LMP1-induced NF-kappaB luciferase reporter cells; in the data active = inhibition above about 41%;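 also: 0% = neutral control wells and 100% = reference inhibitor control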
TWEAK Fn14 block: inhibitors of TWEAK-Fn14 signaling, primary screen, luciferase reporter cells, uHTS. AID 1159606, 2016. inhibition, % at 10 µM. TWEAK-stimulated Fn14 reporter cells, luciferase luminescence, 8 h. 2% of 360,000 active; in the data active = inhibition above about 50%
NR5A2 inv ag: LRH-1 (NR5A2) inverse agonists, primary screen, cell-based, luminescence, HEK293T, StAR-luciferase reporter. inhibition, % at 3.6 µM. LRH-1 transfected, 24 h. 0.13% of 360,000 active. Nuclear receptor subfamily 5 group A member 2 (Homo sapiens), O00482. AID 602396, 2012;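 active = inhibition above the mean inhibition of all tested compounds plus 3 SD, cut at about 73% in these data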;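 also: 0% = DMSO wells and 100% = reporter-only cells lacking LRH-1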
TRAIL sens C8: viability loss with TRAIL in NB7+C8 cells, primary screen, TRAIL sensitizer project, cell-based, ATPlite luminescence; inhibition (viability loss, TRAIL sensitization), % at 10 µM; 1% of 360,000 active; AID 624354, 2012;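 active = compounds causing at least 50% loss of cell viability in the single-dose screen, relative to plate controls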
TLR9-MyD88 inh: inhibitors of TLR9-MyD88 association in cells, primary screen, cell-based, CHO, BLA complementation, fluorescence | 0.21% of 340,000 active | inhibition, % at 4.98 µM | CCF4 FRET ratio | AID 504734, 2011;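 active = inhibition above the mean over all tested compounds plus 3 SD, cut at about 21% in these data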;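 also: 0% = DMSO only wells and 100% = clavulanate BLA inhibitor control wells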
NOD2 RIPK2 PPI: NOD2-RIPK2 binding disruptors in cells, primary screen, fluorescence, CHO cells, BLA complementation | Receptor-interacting serine/threonine-protein kinase 2 (Homo sapiens), O43353 | 0.38% of 360,000 active | inhibition, % at 4.98 µM | AID 624267, 2012 | CCF4 ratio; in the data active = inhibition above about 21%;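 also: 0% = vehicle only and 100% = reference blocker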
An asterisk follows results filed as active; x = not tested or not shown. Only part of the results is shown; count on the stated rates, not on these rows.

#	smiles	TRAIL sens C8	NOD2 RIPK2 PPI	TROY NFkB inh	TLR9-MyD88 inh	SRC2 inh	NR2F2 inh
1	O=C(O)c1ccc(-c2sc(Nc3ccccc3)n[n+]2-c2ccc(F)cc2)cc1	-21	1	-9	2	x	x
2	CCSc1nc(-c2ccc(OC)cc2)ccc1C#N	4	-9	-15	2	-18	-9
3	O=C(CN1CCN(c2cccc(C(F)(F)F)c2)CC1)NCc1ccccc1	-6	1	-15	6	-25	4
4	CC(NC(=O)C12CC3(C)CC(C)(CC(C)(C3)C1)C2)C(=O)O (configuration not stated)	-1	2	-18	-5	0	2
5	O=C(O)CSc1nnc(CNc2ccc(F)cc2)n1-c1ccccc1	-14	-6	-17	-4	-7	-8
6	NCCN1C(=O)S/C(=C\c2ccc3c(c2)OCO3)C1=O	-16	-5	57*	-6	69*	76*
7	NS(=O)(=O)c1ccc(Nc2nc(-c3cccc([N+](=O)[O-])c3)cs2)cc1	5	2	56*	-9	28	3
8	COc1ccccc1N1CCN(c2nc(C)nc3c2oc2ccccc23)CC1	10	6	35	5	22	-3
9	C#CCn1c(=NC(=O)c2sc3ccccc3c2Cl)sc2cc(S(N)(=O)=O)ccc21	-4	-3	6	-1	11	-17
10	Cn1c(C(=O)NC2CCCCC2)cc2sccc21	-3	7	-23	-2	-65	-46
11	O=C(NCc1ccc2c(c1)OCO2)c1nn(-c2ccccc2)c(=O)c2ccccc12	6	2	-3	6	14	25
12	Cc1ccc(NC(=O)c2cc(=O)[nH]c3ccccc23)cc1C	-11	2	-10	-11	-11	14
13	CC(C)n1cnnc1SCC(=O)NNC(=O)COc1ccc(Cl)cc1	-7	-1	-10	0	-22	-6
14	O=C(O)CCCn1cc(NC(=O)c2ccc(F)cc2)cn1	-6	-3	-15	-10	-29	-16
15	Cc1ccc(OCCC(=O)OCC(=O)Nc2ccc(C)cc2Cl)cc1	-24	0	-9	-2	6	-6

#	NR5A2 inv ag	SRC1 inh	NCOA3 inh	LMP1 NFkB inh	TWEAK Fn14 block
1	-2	7	5	1	18
2	26	-2	-11	-5	-6
3	14	6	18	-6	8
4	7	-8	11	6	11
5	-20	21	5	0	-23
6	23	13	31	5	66*
7	19	-3	10	-8	36
8	18	-7	18	33	34
9	-35	20	12	-11	-20
10	-43	-65	-89	-25	-34
11	52	5	-15	13	3
12	3	-45	3	-2	-3
13	-13	-6	9	0	20
14	-15	-3	14	-10	-21
15	20	-7	-10	-4	-4

4 entries out of the list, sorted by length of the SMILES, smallest number first:
#	smiles	TRAIL sens C8	NOD2 RIPK2 PPI	TROY NFkB inh	TLR9-MyD88 inh	SRC2 inh	NR2F2 inh
14	O=C(O)CCCn1cc(NC(=O)c2ccc(F)cc2)cn1	-6	-3	-15	-10	-29	-16
13	CC(C)n1cnnc1SCC(=O)NNC(=O)COc1ccc(Cl)cc1	-7	-1	-10	0	-22	-6
4	CC(NC(=O)C12CC3(C)CC(C)(CC(C)(C3)C1)C2)C(=O)O (configuration not stated)	-1	2	-18	-5	0	2
11	O=C(NCc1ccc2c(c1)OCO2)c1nn(-c2ccccc2)c(=O)c2ccccc12	6	2	-3	6	14	25

#	NR5A2 inv ag	SRC1 inh	NCOA3 inh	LMP1 NFkB inh	TWEAK Fn14 block
14	-15	-3	14	-10	-21
13	-13	-6	9	0	20
4	7	-8	11	6	11
11	52	5	-15	13	3

Next section
#	smiles	TRAIL sens C8	NOD2 RIPK2 PPI	TROY NFkB inh	TLR9-MyD88 inh	SRC2 inh	NR2F2 inh
16	COc1cc2c(cc1OC)-c1nnc(-c3cccs3)n1C(C)(C)C2	-4	-7	-7	-9	4	2
17	O=C(Nc1c(F)cccc1F)C1CCN(C(=O)c2cccs2)CC1	7	2	-5	-1	15	1
18	CCOC(=O)[C@]12CCCC=C1N(Cc1ccc3c(c1)OCO3)C(=O)[C@H](CC(=O)N1CCC(c3ccccc3)CC1)C2	1	-2	0	x	0	7
19	COc1ccccc1/C=C(/CC(=O)NCc1ccc2c(c1)OCO2)c1nc2ccccc2s1	0	-6	-17	8	-8	-5
20	CCC1=[N+](C)c2cccc3cccc(c23)N1C	-7	5	10	-8	21	2
21	c1ccc2sc(NC3=NCN(CCN4CCOCC4)CN3)nc2c1	-6	-8	-9	16	-14	-9
22	C[C@H]1CN([C@@H](C)CO)C(=O)CCCn2cc(nn2)CO[C@@H]1CN(C)C(=O)Nc1ccc(-c2cccs2)cc1	-2	-18	-5	x	2	-7
23	O=C(N/N=C/c1ccc(OC(=O)c2ccco2)cc1)c1ccccn1	26	-5	-23	x	-48	-29
24	CCc1nnc(/N=C/c2c(O)n(-c3ccc(Cl)cn3)c(=O)c3ccccc23)s1	3	-13	-19	9	18	-13

#	NR5A2 inv ag	SRC1 inh	NCOA3 inh	LMP1 NFkB inh	TWEAK Fn14 block
16	-10	7	-7	9	-19
17	-17	-10	9	-16	11
18	-14	x	x	x	-6
19	5	-112	-15	-4	5
20	9	-2	11	0	-14
21	-1	9	0	-8	5
22	19	-8	21	x	20
23	-108	-75	-92	-25	15
24	7	9	15	1	4

Record cards, from the list above.
Entry for CCC1=[N+](C)c2cccc3cccc(c23)N1C → TRAIL sens C8 = -7; NOD2 RIPK2 PPI = 5; TROY NFkB inh = 10; TLR9-MyD88 inh = -8; SRC2 inh = 21; NR2F2 inh = 2; NR5A2 inv ag = 9; SRC1 inh = -2; NCOA3 inh = 11; LMP1 NFkB inh = 0; TWEAK Fn14 block = -14
Entry for O=C(N/N=C/c1ccc(OC(=O)c2ccco2)cc1)c1ccccn1 → TRAIL sens C8 = 26; NOD2 RIPK2 PPI = -5; TROY NFkB inh = -23; TLR9-MyD88 inh = x; SRC2 inh = -48; NR2F2 inh = -29; NR5A2 inv ag = -108; SRC1 inh = -75; NCOA3 inh = -92; LMP1 NFkB inh = -25; TWEAK Fn14 block = 15

Screening data deposited in PubChem by several laboratories.
